N-glyco inh – N-linked glycosylation inhibition | D54 ERlucT glycosylation luciferase reporter, 24 h; percent of 100 nM tunicamycin response | 360,000 tested, 0.23% active | reporter increase, % at 12.5 µM | AID 588692;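 active = mean luciferase reporter signal, scaled so untreated is 0 and the glycosylation-blocking control 100, at or above a set limit in every replicate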;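 also: luciferase carries N-glycosylation sites so blocking glycosylation raises the light; 0% = median of neutral control wells and 100% = median of 100 nM tunicamycin wells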
CaV13 FRET inh – Disruptors of the CACNA1D IQ motif to Ca2+-dependent inactivation inhibitor domain association, primary screening, Förster resonance energy transfer in intact living … | HEK cells, CFP/YFP FRET ICDI-IQ, plate reader, 10 min; percent FRET-ratio fall versus neutral wells | inhibition, % at 12.3 µM | 340,000 tested, 0.098% active;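 active = mean replicate inhibition of at least 30% and at least 1% of replicates passing that level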;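 also: 0% = median of the neutral control wells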
MC4R ag barr – agonists of human melanocortin 4 receptor (MC4R) beta-arrestin | P32245 | U2OS MC4R beta-arrestin complementation, luminescence; percent of melanotan II response, DMSO zero | activation, % at 8.9 µM | 360,000 tested, 0.98% active | AID 540308;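 active = activation above a per-plate cutoff, the mean activation of sample wells on that plate plus 3 SD, cut at about 8% in these data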
PDI turbidity – inhibitors of human protein disulfide isomerase | P07237 | PDI insulin aggregation turbidity, A650, 90 min | inhibition, % at 10 µM | 350,000 tested, 0.052% active;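 active = mean inhibition across replicates of 30% or more, whatever share of single replicates reach that level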;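 also: absorbance from insulin aggregation driven by PDI reduction with DTT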
Target sequence (P07237 whole entry, looked up): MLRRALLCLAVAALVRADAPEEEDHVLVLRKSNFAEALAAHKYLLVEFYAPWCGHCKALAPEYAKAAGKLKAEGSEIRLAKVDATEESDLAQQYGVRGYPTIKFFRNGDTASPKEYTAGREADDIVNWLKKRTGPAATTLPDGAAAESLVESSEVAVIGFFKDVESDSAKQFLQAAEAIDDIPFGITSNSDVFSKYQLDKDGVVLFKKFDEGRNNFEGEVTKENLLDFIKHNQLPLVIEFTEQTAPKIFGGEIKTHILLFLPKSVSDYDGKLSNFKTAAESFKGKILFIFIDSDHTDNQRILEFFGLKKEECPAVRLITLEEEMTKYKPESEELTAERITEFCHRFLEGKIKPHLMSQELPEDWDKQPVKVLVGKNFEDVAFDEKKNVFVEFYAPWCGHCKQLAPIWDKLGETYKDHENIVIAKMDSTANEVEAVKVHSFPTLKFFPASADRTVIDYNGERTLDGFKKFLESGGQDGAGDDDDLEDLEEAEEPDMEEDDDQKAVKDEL
MC4R antag cAMP – antagonists of human melanocortin 4 receptor (MC4R). inhibition, % at 6.5 µM. MC4R-expressing cells, MTII-stimulated cAMP, LANCE TR-FRET. 360,000 tested, 0.48% active. P32245;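 active = inhibition above its plate's cutoff, the mean of tested wells on that plate plus 3 SD, cut at about 29% in these data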;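 also: 0% = Melanotan II alone and 100% = Melanotan II plus saturating MCL0020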
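Assay system: human MC4R-expressing U2OS cells; reagent: Melanotan II stimulation of cells; dosing: 6.5 µM single dose; timing: compound 30 min, challenge 1 h, detection 1 h; signal: TR-FRET cAMP assay; replicates: one well per compound, no replicates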
ABCB6 inh 2 – inhibitors of human ABC transporter ABCB6. K562-ABCB6 porphyrin accumulation, flow cytometry, 1 h; stronger effect = lower value. fluorescence ratio to DMSO, % at 10 µM. 360,000 tested, 0.19% active;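 active = fluorescence ratio to DMSO below 75%, the collection mean minus 3 SD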;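 also: signal is porphyrin accumulated inside mitochondria; 100% equals median channel fluorescence of DMSO control wells; lower ratio means ABCB6 inhibition with less porphyrin fluorescence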
ABHD5-PLIN5 inh – blocks binding of human ABHD5 to perilipin-5; Split G. princeps luciferase complementation, luminescence, 4 h; inhibition, % at 4 µM; 360,000 tested, 0.78% active; AID 602281;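 active = inhibition above the mean inhibition across every tested compound plus 3 SD, cut at about 22% in these data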;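 also: 0% = DMSO only wells and the 100% control is not disclosed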
H9c2 protect – protects H9c2 cardiomyocytes from peroxide injury; H2O2 injury protection, ATPLite, 2 h; protection from H2O2 cell death, % at 20 µM; 360,000 tested, 0.63% active;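 active = compounds giving at least 50% protection of heart cells from peroxide-induced death in the single-dose screen, raw or plate-pattern-corrected value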;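 also: 0% = DMSO wells with peroxide and 100% = DMSO wells without peroxide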
Granule exo inh – blocks lytic granule exocytosis; TALL-104 LAMP-1 surface exposure, flow cytometry; cells stimulated with thapsigargin and PMA; 360,000 tested, 0.66% active; inhibition, % at 10 µM; AID 651702;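 active = inhibition above about 55%, limit read from the data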
m5-HT2A agonist – activates the mouse 5-HT2A serotonin receptor. P35363. CHO-K1 mHTR2A beta-arrestin complementation, luminescence; percent of 30 µM serotonin response. activation, % at 7.6 µM. 360,000 tested, 0.66% active. AID 624169;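 active = activation above a run cutoff, the mean activation of all tested compounds plus 3 SD, cut at about 14% in these data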;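 also: 0% = plate median of compound wells and 100% = 30 µM serotonin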
Target sequence (P35363 whole entry, looked up): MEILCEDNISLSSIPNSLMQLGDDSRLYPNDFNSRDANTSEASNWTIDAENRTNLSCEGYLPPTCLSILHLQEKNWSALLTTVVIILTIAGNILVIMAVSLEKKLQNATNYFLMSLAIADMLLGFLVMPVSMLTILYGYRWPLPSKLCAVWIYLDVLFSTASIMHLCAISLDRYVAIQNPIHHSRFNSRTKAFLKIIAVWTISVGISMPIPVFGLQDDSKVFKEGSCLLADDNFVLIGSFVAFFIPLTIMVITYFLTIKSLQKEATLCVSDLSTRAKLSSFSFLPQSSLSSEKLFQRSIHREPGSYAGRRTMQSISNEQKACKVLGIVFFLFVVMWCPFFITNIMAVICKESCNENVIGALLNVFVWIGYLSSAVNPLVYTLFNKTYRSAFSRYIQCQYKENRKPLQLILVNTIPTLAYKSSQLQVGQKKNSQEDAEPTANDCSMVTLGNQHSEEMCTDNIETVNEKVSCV
* = called active by the depositor; · = no result given. The order is random; 4.2% or so of the library scored in one or more.

SMILES	N-glyco inh	CaV13 FRET inh	MC4R ag barr	PDI turbidity	MC4R antag cAMP	ABCB6 inh 2	ABHD5-PLIN5 inh	H9c2 protect	Granule exo inh	m5-HT2A agonist
Cc1cc[n+](CC(=O)Nc2ccccc2)cc1	-1	-21	-2.0	-2	12	98	7	-6	-6	1
O=S(=O)(Nc1ccc(S(=O)(=O)N2CCCCCC2)cc1)c1cccs1	1	-7	-0.7	-12	0	95	-2	-3	-3	-1
NC(=O)c1ccccc1OCC(=O)Nc1ccc(Cl)c(Cl)c1	-14	-5	-0.4	-3	9	94	1	1	-2	-9
COc1cccc(C(=O)N2CCN=C2SC)c1	1	-7	-1.2	-10	12	102	6	2	2	0
CCc1nc2c(OCc3ccc(Cl)cc3)cccn2c1N(C)C(=O)c1ccc(C)cc1	0	-4	-3.3	-8	7	92	5	-11	25	-10
C(=C\c1ccccc1)/CN1CCN(C(c2cc3ccccc3o2)c2nnnn2-c2ccc3c(c2)OCCO3)CC1 (stereo unspecified)	-8	-7	·	·	·	97	10	0	0	-7
Cc1ccc(S(=O)(=O)N(C)c2ccc(OC(C)C(=O)N(C)c3ccccc3)cc2)cc1 (stereo unspecified)	1	-6	-0.4	4	8	94	4	-3	-2	-6
COc1ccc(OC)c(NC(=O)COC(=O)CCC2CCCC2)c1	-1	-5	1.4	0	6	96	-2	-10	0	2
N#Cc1cccc(-c2nnc(SCc3ccccc3C#N)o2)c1	-2	-4	-1.5	5	-1	95	-8	11	0	3
CN1CCN(C(=O)CCn2nc(-c3ccccc3)c3ccccc3c2=O)CC1	1	·	-1.6	-2	-2	104	-5	13	-1	-8
CCN(CC)S(=O)(=O)N1CCC(C(=O)NCCN2CCOCC2)CC1	3	-4	-0.3	2	7	109	-5	7	0	2
Cc1ccc(C(=O)NCC(=O)OCC(=O)NC(C)c2ccccc2)s1 (stereo unspecified)	3	12	-1.8	-1	0	104	3	-2	5	-3
Cc1ccc(OCc2nnc(SCc3cc(=O)[nH]c4ccccc34)o2)cc1	-1	-2	2.1	-3	-6	93	6	12	-2	-3
Cc1ccc([C@H]2N[C@]3(CCCN(Cc4ccc(F)cc4)C3=O)[C@H]3C(=O)N(C)C(=O)[C@@H]23)cc1	1	-9	1.3	1	-2	94	-1	15	-2	-1
CCc1ccc(NC(=O)Cn2c3[n+](c4c(F)c(F)ccc42)CCCCC3)cc1	1	-2	-3.7	6	5	103	-5	8	0	-2
Cc1ccc(/C=N/n2c(=O)c(C(C)(C)C)nn3cnnc23)cc1	-1	-5	3.0	16	-3	94	4	8	-1	3
CC(C)C(NC(=O)C1CCC(C(C)(C)C)CC1)C(=O)NCCCN1CCCCC1 (stereo unspecified)	-2	9	-0.4	5	13	89	-1	7	3	4
c1coc(-c2nc3ccccc3s2)c1	-4	-9	-2.1	-4	2	96	12	-12	0	-2
Cc1ccc2c(c1)nc(-n1nc(C)cc1C)c1nnnn12	-1	-18	-1.2	-3	2	193	1	3	-6	-2
CN(C)/C(CN1CCN(C=O)CC1)=C1\N=C(c2ccccc2)OC1=O	0	-4	-1.3	1	-2	99	-3	-8	-4	2
Cc1cccc(N2CCN(C(=O)c3cc(S(=O)(=O)N(C)C)ccc3N3CCCC3)CC2)c1C	-3	-4	0.9	2	15	96	-3	3	0	-4
CCCC(c1nnnn1C(C)(C)CC)N(Cc1ccco1)Cc1cc2ccc(OC)cc2[nH]c1=O (stereo unspecified)	-4	-3	2.8	5	-3	98	16	-5	0	-7
Cc1cccc(C)c1NC(=O)NC1(C(=O)NCCCN2CCOCC2)CCCCC1	0	-6	-2.3	11	-4	108	-4	0	-2	0
CN(Cc1ccccc1)C(=O)c1cccc(NC(=O)Cc2ccc(NC(=O)C3CCN(C(=O)CCc4ccccc4)CC3)cc2)c1	-3	-5	-1.2	4	2	95	0	-12	2	-4
Cc1cccc(C(=O)NC(NCc2ccco2)C(Cl)(Cl)Cl)c1 (stereo unspecified)	-3	·	1.1	4	4	100	-1	-12	-4	-1
O=C(Nc1ccc(Cl)cc1)N1CCCN(c2ccc(C(F)(F)F)cc2[N+](=O)[O-])CC1	-2	3	-0.4	1	-1	94	-3	-7	10	-6
COc1cc(C2C(C#N)=C(N)Oc3cc(C)oc(=O)c32)ccc1OC(=O)N1CCOCC1 (stereo unspecified)	3	-3	-1.9	0	4	96	4	4	-2	-1
CCC(c1ccc(O)c(O)c1)C(CC)c1ccc(O)c(O)c1 (stereo unspecified)	0	·	-1.1	8	3	95	14	-3	-2	5
O=C(CSc1nnc(CNC(=O)c2ccco2)o1)c1ccccc1	-1	-2	2.6	9	0	98	-6	12	-1	-2
CCCC(C(=O)NCc1ccco1)N(C(=O)CNS(=O)(=O)c1ccccc1)c1ccccc1OC (stereo unspecified)	-3	·	0.6	-2	4	91	-23	-4	1	-2
CCOCCOC(=O)NCCCCCCNC(=O)OCCOCC	-2	-2	1.0	3	13	101	-1	2	8	5
NC(=O)NC(CC(=O)OCC(=O)NC(=O)NCc1ccco1)c1ccc(Cl)cc1 (stereo unspecified)	-1	-5	0.6	-3	-3	88	10	-9	2	2
O=C(c1ccc(Cn2c(=O)[nH]c3ccccc3c2=O)cc1)N1CCN(c2ccc(Cl)cc2)CC1	·	-5	-0.1	17	-1	91	2	-8	6	0
COc1ccc(N(CC(=O)Nc2cc(Cl)ccc2OC)S(=O)(=O)c2c(C)noc2C)cc1	20	-4	-2.5	5	-4	103	-6	-2	-1	-1
CCCCN1C(=O)C(=O)NC[C@@H]1Cc1ccc(O)cc1	·	-12	·	·	·	100	8	·	-4	2
COc1ccc(OCCCC(=O)Nc2cccc([N+](=O)[O-])c2)cc1	2	-6	-1.8	-2	6	100	0	-2	-3	0
COC(=O)c1ccccc1NC(=O)c1cc2n(n1)C(C(F)F)CC(C(F)F)N2 (stereo unspecified)	0	-5	2.6	0	2	86	0	3	-12	1
COc1ccc2oc(C(=O)N3CCN(S(=O)(=O)c4ccc(F)cc4)CC3)c(C)c2c1	-5	-6	0.2	5	0	92	1	-8	-2	3
Cc1cc(Nc2ccccc2)n(C(=O)c2ccc(N)cc2)n1	-3	·	0.8	-1	-4	95	5	-12	13	8
CC(C)(C)c1cc[n+](/C(C(=S)NC2CC2)=C(/[O-])c2ccc(Cl)s2)cc1	2	-5	1.3	-4	1	99	-6	7	1	-4
CC(C)c1nc2ccccc2n1CCC(=O)O	2	-5	3.9	5	6	101	-4	0	3	-3
Cc1cc(F)ccc1S(=O)(=O)Nc1ccccc1C(=O)Nc1ccccc1N1CCOCC1	1	·	0.9	13	5	92	2	-11	-1	7
O=C(NCCC1=CCCCC1)C1CCC(CNc2nc(=S)[nH]c3ccccc23)CC1 (stereo unspecified)	58*	1	-1.6	-3	-1	101	-9	8	-4	-2
Cc1nc(OCC(=O)c2ccc(Cl)cc2)c(C#N)c2c1COC(C)(C)C2	3	·	-1.2	-9	8	85	1	-8	-4	0
COC(=O)C1=C(C)N(c2ccc(C)cc2)/C(=C/c2cccs2)C1=O	2	-5	-1.0	24	-5	90	6	10	2	1
COc1ccc(OC)c(-n2c(=O)c3ccccc3c3ccccc3c2=O)c1	10	-15	-1.9	-1	28	100	13	2	4	-3
O=C(c1ccccc1)c1cccn1CC(=O)N1CCc2ccccc2C1	0	1	-3.8	0	8	103	-1	6	-1	-9
NC(=O)N/N=C/c1cn(CC(=O)Nc2ccc(F)cc2)c2ccccc12	-1	-15	-1.1	-11	-2	100	0	1	-6	-3
CCC(=O)Nc1cccc(C2=NOC3(C2)C[C@H](C(N)=O)N(C(=O)c2ccc(Cl)cc2)C3)c1 (stereo partly specified)	0	-9	-1.2	2	4	98	-4	9	9	5
COc1cc(C(=O)Nc2ccc(Cl)c(C(F)(F)F)c2)cc(OC)c1OC	0	-4	5.0	-8	7	103	-3	-9	4	-7
COc1cccc(CNC(=O)CCN2C(=O)[C@@H]3Cc4ccccc4CN3C2=O)c1	-1	-14	-0.6	-2	1	99	-3	-1	-16	1
CCN(Cc1cnn(C)c1)C(=O)c1ccc2nc(Cc3cccc(Cl)c3)oc2c1	-2	-2	-2.9	0	14	100	-6	-2	15	-9
CCOc1ccc(-c2n[nH]c(C(=O)NN)c2C)cc1	-2	-4	-0.6	11	0	102	-6	-1	4	0

Copied from the list:
COc1cccc(CNC(=O)CCN2C(=O)[C@@H]3Cc4ccccc4CN3C2=O)c1 – PDI turbidity = -2
CCOc1ccc(-c2n[nH]c(C(=O)NN)c2C)cc1 – PDI turbidity = 11
O=C(NCCC1=CCCCC1)C1CCC(CNc2nc(=S)[nH]c3ccccc23)CC1 (stereo unspecified) – N-glyco inh = 58*
COc1ccc(OC)c(-n2c(=O)c3ccccc3c3ccccc3c2=O)c1 – CaV13 FRET inh = -15
COc1cc(C(=O)Nc2ccc(Cl)c(C(F)(F)F)c2)cc(OC)c1OC – ABHD5-PLIN5 inh = -3

Some of the entries so far, in CSV form:
mol,N-glyco inh,CaV13 FRET inh,MC4R ag barr,PDI turbidity,MC4R antag cAMP,ABCB6 inh 2,ABHD5-PLIN5 inh,H9c2 protect,Granule exo inh,m5-HT2A agonist
CCCC(C(=O)NCc1ccco1)N(C(=O)CNS(=O)(=O)c1ccccc1)c1ccccc1OC (stereo unspecified),-3,·,0.6,-2,4,91,-23,-4,1,-2
CCOCCOC(=O)NCCCCCCNC(=O)OCCOCC,-2,-2,1.0,3,13,101,-1,2,8,5
NC(=O)NC(CC(=O)OCC(=O)NC(=O)NCc1ccco1)c1ccc(Cl)cc1 (stereo unspecified),-1,-5,0.6,-3,-3,88,10,-9,2,2
O=C(c1ccc(Cn2c(=O)[nH]c3ccccc3c2=O)cc1)N1CCN(c2ccc(Cl)cc2)CC1,·,-5,-0.1,17,-1,91,2,-8,6,0
COc1ccc(N(CC(=O)Nc2cc(Cl)ccc2OC)S(=O)(=O)c2c(C)noc2C)cc1,20,-4,-2.5,5,-4,103,-6,-2,-1,-1
CCCCN1C(=O)C(=O)NC[C@@H]1Cc1ccc(O)cc1,·,-12,·,·,·,100,8,·,-4,2

Screens deposited in PubChem by several laboratories.
